# STAT1 blocker: STAT1 signaling inhibition | NIH 3T3 STAT1-luciferase reporter, IFN-gamma, luminescence | inhibition, % at 5.5 µM | 0.35% of 200,000 active | AID 920;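 active = inhibition above a set limit, the mean inhibition across all tested compounds plus 3 SD, cut at about 34% in these data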;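 note: 0% = IFN-gamma with DMSO and 100% = IFN-gamma with 300 µM nifuroxazide; values of inactives mirror those of a sister screen read the other way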
# PPARg SRC-1 ag: PPARgamma-driven SRC-1 recruitment agonism; AID 631; 0.41% of 200,000 active; PPARgamma-SRC-1 coactivator recruitment biochemical assay; activation, % at 8 µM; in the data active = activation above about 19%;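 note: 0% = DMSO and 100% = reference agonist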
# Target sequence (P37231 whole entry, looked up): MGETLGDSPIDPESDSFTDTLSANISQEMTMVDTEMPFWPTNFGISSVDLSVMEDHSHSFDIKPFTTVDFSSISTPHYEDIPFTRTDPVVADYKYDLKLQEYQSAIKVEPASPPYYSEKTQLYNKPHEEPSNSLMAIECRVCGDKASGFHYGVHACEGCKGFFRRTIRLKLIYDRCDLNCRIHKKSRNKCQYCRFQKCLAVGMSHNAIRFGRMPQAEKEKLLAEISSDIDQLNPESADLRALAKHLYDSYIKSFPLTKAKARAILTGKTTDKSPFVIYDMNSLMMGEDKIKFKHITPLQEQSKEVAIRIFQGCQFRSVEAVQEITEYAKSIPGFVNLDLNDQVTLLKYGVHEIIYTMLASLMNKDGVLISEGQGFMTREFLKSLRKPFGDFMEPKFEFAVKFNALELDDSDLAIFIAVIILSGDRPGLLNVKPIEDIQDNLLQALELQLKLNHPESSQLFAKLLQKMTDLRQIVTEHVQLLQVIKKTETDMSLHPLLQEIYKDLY
# ROMK mod: modulates human ROMK potassium channel activity. 2% of 130,000 active. B-score at 10 µM. Tet-inducible ROMK, thallium flux fluorescence; actives lie on both sides;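 active = signal ratio slope over the read window, or its plate-corrected B-score, at least 3 SD from the plate mean, either direction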;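 note: B-score of the F/F0 ratio slope over 7 to 12 s after thallium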
# TR-FRET SRC-2 ct: TR-FRET artefact, counter-screen to PPARgamma/SRC-2 agonist assay. stronger effect = higher value. TR-FRET ratio at 8 µM. 0.4% of 200,000 active. AID 1049; in the data active = TR-FRET ratio above about 2000; note: inactives centre near 1500
# PPARg SRC3 recr: PPARgamma-driven SRC-3 recruitment agonism. activation, % at 8 µM. P37231. biochemical PPARgamma/SRC-3 coactivator recruitment assay. 0.26% of 200,000 active. AID 731; in the data active = activation above about 23%;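 note: 0% = DMSO and 100% = reference agonist; some compounds past the cut are filed as inactive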
# bIAP act: increases bovine intestinal alkaline phosphatase activity; purified bovine IAP, CDP-star luminescence, 30 min; stronger effect = higher value; fold of DMSO-control signal, blank-subtracted; activation factor at 20 µM; 0.17% of 200,000 active; AID 1016;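 active = activation factor of 2 or more at 20 µM, a signal rise over negative controls twice the positive control's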
# STAT3 blocker: inhibitors of IL-6 induced STAT3 signaling | U3A cells, IL-6 STAT3-luciferase reporter, luminescence; host cell line lacks STAT1 | inhibition, % at 5.5 µM | 0.89% of 190,000 active | AID 862;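 active = inhibition above the mean inhibition across all screened compounds plus 3 SD, cut at about 44% in these data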;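 note: 0% = DMSO only wells and 100% = 100 µM nifuroxazide control wells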
# PPARg SRC2 recr: promotes SRC-2 coactivator recruitment by human PPARgamma; PPARgamma LBD-SRC-2 recruitment, biochemical; P37231; activation, % at 8 µM; 0.34% of 200,000 active; in the data active = activation above about 22%;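 note: 0% = vehicle and 100% = reference agonist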
# STAT3 act: increases IL-6 driven STAT3 reporter signal | U3A cells, IL-6 STAT3-luciferase reporter, luminescence; 100% = signal with IL-6 EC80 alone | activation (% of control), % at 5.6 µM | 0.91% of 190,000 active | AID 871;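 active = activation above the screen-wide mean of compound activation plus 3 SD, cut at about 130% in these data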;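 note: 0% = background luminescence of wells with medium and substrate only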
#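 System – human U3A cells carrying STAT3-luciferase construct · Probe or stimulus – Interleukin-6, 33 ng/mL · Schedule – compound 1 h, then IL-6 6 h at 37 °C · Signal – luminescence from STAT3-driven luciferase reporter · Evaluation – percent of IL-6-only median luminescence · Benchmarks – IL-6-only high control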
# TNAP act hi DEA: TNAP (human) activation, high acceptor; P05186; purified TNAP, CDP-star luminescence, 1 M DEA, 30 min; stronger effect = higher value; 0 = EDTA background, 1 = DMSO-only activity; activation factor at 20 µM; 200,000 tested, under 10 active; AID 1136;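 active = activation factor at least 2 at 20 µM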
# Target sequence (P05186 whole entry, looked up): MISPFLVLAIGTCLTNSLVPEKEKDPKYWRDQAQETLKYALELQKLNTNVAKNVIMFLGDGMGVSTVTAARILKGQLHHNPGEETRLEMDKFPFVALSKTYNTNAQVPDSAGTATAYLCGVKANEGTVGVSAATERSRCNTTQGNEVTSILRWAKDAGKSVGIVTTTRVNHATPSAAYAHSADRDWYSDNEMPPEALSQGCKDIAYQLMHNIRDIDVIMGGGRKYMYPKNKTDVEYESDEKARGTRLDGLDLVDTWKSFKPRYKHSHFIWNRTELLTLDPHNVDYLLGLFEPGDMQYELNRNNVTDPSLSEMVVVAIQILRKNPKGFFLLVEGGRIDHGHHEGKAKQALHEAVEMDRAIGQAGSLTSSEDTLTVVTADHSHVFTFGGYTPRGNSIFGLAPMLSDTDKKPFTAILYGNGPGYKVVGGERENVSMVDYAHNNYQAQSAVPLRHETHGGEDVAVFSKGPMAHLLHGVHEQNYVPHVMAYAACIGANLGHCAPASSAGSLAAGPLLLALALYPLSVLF
#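 system = human TNAP | amount = enzyme diluted 1/800 final | reagent = 100 µM CDP-star substrate | signal = luminescent substrate turnover signal | dosing = one dose, 20 µM | benchmarks = EDTA negative control, DMSO positive control | measure = activation factor | timing = 30 min reaction, room temperature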
# bIAP inhibitor: intestinal alkaline phosphatase (bovine) inhibition | 190,000 tested, under 10 active | inhibition, % at 20 µM | purified bovine IAP, CDP-star luminescence, 30 min | AID 1019;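 active = over 50% inhibition of intestinal alkaline phosphatase at 20 µM in the single-dose screen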
#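 System: purified bovine intestinal alkaline phosphatase (IAP) enzyme; Input: IAP diluted 1/65,000,000 in the well; Measured by: CDP-star luminescence signal; Compound dosing: 20 µM single dose; Incubation: 30 min reaction at room temperature.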
# Numbers without * were called inactive; nt = no result given.
no.	Compound	STAT1 blocker	PPARg SRC-1 ag	ROMK mod	TR-FRET SRC-2 ct	PPARg SRC3 recr	bIAP act	STAT3 blocker	PPARg SRC2 recr	STAT3 act	TNAP act hi DEA	bIAP inhibitor
1	CCOc1cccc(CNc2ccc(O)cc2)c1OCc1ccc(Cl)cc1	-3	11	nt	1588	8	0.8	6	11	98	0.9	16
2	CCOC(=O)C1C(=O)N(O)CC1c1cccc(Oc2ccccc2)c1 (centres undefined)	1	5	-2.5	1544	2	1	2	0	102	1	-4
3	Cc1noc(/C=C/c2ccco2)c1S(=O)(=O)N1CCC(C(=O)NC(C)c2ccccc2)CC1 (centres undefined)	2	-1	nt	1527	-2	0.9	3	0	105	1.1	7
4	CCc1cc2c(=O)n3c(nc2s1)-c1[nH]c2ccc(OC)cc2c1CC3	-5	8	nt	1617	4	1	11	-6	91	1	-4
5	Cc1ccc(OCC(=O)NNC(=O)C2CCN(c3ncccn3)CC2)cc1	0	2	nt	1517	-1	1.1	-3	6	103	1	-12
6	CCOc1cc(CN2CCN(C(=O)c3ccco3)CC2)ccc1OC	5	2	-0.48	1709	3	0.9	10	5	95	1	5
7	CC(Oc1cc(C(F)(F)F)cc(C(F)(F)F)c1)C(=O)NC(N)=O (centres undefined)	3	-1	0.83	1359	2	0.9	5	10	99	1	6
8	CCN(CC)CCN=C1CCCc2ccccc2N1	1	-11	nt	1628	-2	0.9	4	5	101	1	10
9	O=C1OC2CC3CC1CC(O)(C3)C2 (centres undefined)	-4	-2	0.15	1515	3	0.9	-2	0	104	1	7
10	CCC(C)(C)n1nnnc1CN(Cc1ccco1)Cc1cc2cc3c(cc2[nH]c1=O)OCO3	-2	3	nt	1344	-9	1	6	10	95	1	-3
11	CCOC(=O)CSc1ccc(S(=O)(=O)N2CCCCC2)cc1[N+](=O)[O-]	-4	5	-0.4	1730	3	1	4	1	99	1	1
12	COC(=O)c1ccccc1NC(=O)c1cc(-c2ccc(O)cc2)on1	-7	35*	nt	1632	6	0.9	17	3	93	1.1	12
13	Cc1cccc(NC(=O)COC(=O)c2cc(C)oc2C)c1	-13	7	-0.049	1616	4	1	3	7	101	1.1	2
14	O=C1c2ccccc2NC(c2ccco2)N1/N=C/c1ccco1 (centres undefined)	-10	-4	-1	1435	-4	1.1	5	-1	100	1	-7
15	CCCCNC(=O)C1CC(=O)N(C2CCCCC2)C1 (centres undefined)	3	5	nt	1420	-2	1	5	-6	99	1	-2
16	O=C1/C(=C/c2ccco2)CCc2ccccc21	-6	0	-0.69	1270	-1	0.9	0	-7	104	1	10
17	Cc1ccccc1NS(=O)(=O)c1cc(C(=O)NCCC2=CCCCC2)ccc1Cl	8	-5	-1.4	1461	2	1	25	8	84	1	0
18	C#CCNC(=O)C1=C[C@@H](c2ccc(Br)cc2)C[C@@H](OCCCCO)O1	1	-9	nt	1414	-3	1	nt	-5	nt	1.1	-2
19	CC1CCN(CCOCCSc2ccc(Cl)cc2)CC1	2	-3	nt	1516	-2	1.1	0	-2	103	1	-13
20	O=C(CNC(=O)c1ccccc1)N/N=C/c1cn[nH]c1-c1ccccc1	2	-5	0.024	1585	4	1	-4	1	101	1	3
21	Cn1c(=O)oc2cc(S(=O)(=O)N3CCCC(C(=O)N4CCc5ccccc5C4)C3)ccc21 (centres undefined)	5	0	nt	1944	8	1.1	27	13	82	1.1	-11
22	CCOC(=O)c1cc2c(nc1NC(=S)Nc1ccccc1)CC(C)(CC)OC2 (centres undefined)	6	9	nt	1686	3	0.8	4	3	99	1	16
23	O=c1ccc2ccccc2o1	2	2	nt	1370	-3	0.9	-6	-5	108	1	7
24	COc1cccc(-n2c(SCC#N)nnc2-c2cnccn2)c1	-17	-5	nt	1505	3	0.9	-7	3	110	1	8
25	COc1ccc2c(CCNC(=O)c3ccc([N+](=O)[O-])cc3)c[nH]c2c1	-8	3	-0.64	1474	6	0.8	20	-5	89	1.1	18
26	CCC(=O)Nc1cc(C(=O)O)ccc1Sc1ccc(C)cc1	0	-5	0.79	1557	-2	1	6	-5	99	1.1	-5
27	O=S1(=O)NC(=NCCc2ccccn2)c2ccccc21	-9	2	0.076	1518	2	1	5	5	100	1	-4
28	Cc1cc2cc(CNC(=S)Nc3ccc(OC(F)F)cc3)ccc2n1C	4	11	-0.34	2063*	5	1.1	0	11	100	1	-12
29	O=C(CCn1ccc2ccccc21)NC1CCCc2ccccc21 (centres undefined)	2	1	nt	1457	-2	0.9	-30	-1	126	1	5
30	COc1cc(C(=S)N2CCCC2)cc(Cl)c1O	4	-1	nt	1351	3	0.9	7	9	96	1	13
31	CCOC(=O)C1CCN(C(=O)CC(C)c2ccccc2)CC1 (centres undefined)	-1	2	nt	1548	-8	1.1	-3	-6	107	1.1	-8
32	COc1cccc(C2CC3(CC(C)(C)NC(=S)N3)Oc3cc(O)ccc32)c1 (centres undefined)	1	1	nt	1636	2	0.9	-3	4	103	1	10
33	FC(F)(F)c1cnc(NNC(=S)Nc2cccnc2)c(Cl)c1	4	-3	nt	1531	2	1.2	10	-1	93	0.9	-17
34	COc1cccc(OC)c1C(=O)N1CCN(Cc2ccncc2)CC1	3	5	nt	1476	10	1	1	15	100	1	-5
35	O=[N+]([O-])c1cc(C(F)(F)F)ccc1N1CCN(S(=O)(=O)c2ccc3c(c2)CCCC3)CC1	2	-3	nt	1433	-3	1	-1	0	103	1	-1
36	O=C(CSc1ccc(Br)c2cccc(Cl)c12)Nc1ccc(S(=O)(=O)Nc2nccs2)cc1	-6	30*	-0.043	1982*	12	0.9	10	10	95	1.1	5
37	Cc1nnc(OC(C)C)c2nn(-c3ccccc3F)c(C)c12	-3	-2	-0.084	1586	1	1	6	4	100	1	0
38	COc1cccc(/C=C/C(=O)OCC(=O)N2c3ccccc3NC(=O)C2(C)C)c1	4	4	-0.024	1515	7	0.9	28	-2	75	1	12
39	CCCc1n(CC(O)COCC2CC=CCC2)c2ccccc2[n+]1C (centres undefined)	7	-4	-0.14	1510	-2	1.2	-2	-3	104	1	-19
40	Fc1ccccc1N=C1Nc2cccc3cccc1c23	-13	4	0.0013	1595	6	1.2	10	9	93	1	-22
41	CCc1[nH]nc(C(=O)N2CCCC(CCC(=O)N3CCN(c4ccccn4)CC3)C2)c1C (centres undefined)	19	0	0.02	1589	0	1.1	12	1	94	1	-5
42	COc1ccccc1Cn1c(=S)[nH]c2cc(C(=O)N3CCN(C)CC3)ccc2c1=O	-3	0	0.048	1584	6	1	1	-8	101	1	1
43	Cn1c(-c2sccc2OCc2cccc(C(F)(F)F)c2)n[nH]c1=S	2	2	-1.3	1689	5	0.9	19	4	89	1	9
44	CCCc1nc2n[nH]c(N)c2c2c1CCCC2	-6	-1	0.2	1478	2	1	-9	1	109	1.1	0
45	Cc1c(NC(=O)c2ccc3c(c2)C(=O)N(Cc2ccco2)C3=O)cccc1C(=O)O	6	3	-0.18	1654	4	0.9	1	-1	100	1	10
46	O=c1oc2ccccc2c(O)c1/C=N/c1ccccn1	-5	1	nt	1399	-3	0.9	10	-8	97	1.1	13
47	Cc1ccc(OCC(=O)N/N=C2/SCC(=O)N2Cc2ccccc2)cc1	9	6	0.86	1608	3	0.7	-12	5	108	1	27
48	COCCNC(=O)C(=O)N/N=C(\C)CC(=O)Nc1ccc2c(c1)OCO2	0	1	0.41	1479	-8	1.2	27	-4	82	1	-20
49	CC1(C)Cc2c(sc3nc(-c4ccccc4)oc(=O)c23)CO1	-3	-5	0.16	1466	-2	0.9	14	5	91	0.9	5
50	COc1ccc(C(C(=O)NC2CCCCC2)N(C(=O)c2sc(C)nc2C)c2ccc(C(C)=O)cc2)cc1 (centres undefined)	-5	-4	nt	1635	-1	1.1	-11	11	114	1	-11
51	C=CCn1c(=NC(=O)CN2C(=O)CCC2=O)sc2cc(S(N)(=O)=O)ccc21	10	-1	0.0087	1473	1	1.1	-4	3	101	1	-14
52	Cc1cccc(OCCn2c(S(=O)(=O)O)nc3ccccc32)c1	2	1	nt	1613	-5	1	7	4	98	1.1	2
53	COC(=O)c1ccc(CSc2nnc(C)n2N)o1	-4	10	-0.017	1379	5	0.8	5	7	99	1	16
54	COc1nc(-c2ccc(Cl)cc2)ccc1-c1noc(-c2ccncc2)n1	13	5	nt	1340	7	nt	14	2	91	nt	nt
55	O=C(CCNC(=O)c1ccco1)NCc1ccccc1	1	-4	0.33	1502	-3	0.8	-2	-3	102	1.1	18
56	CC(C)(C)C1CCc2onc(C(=O)N3CCOCC3)c2C1 (centres undefined)	-11	3	nt	1538	1	1	5	3	101	1	0
57	Cc1cc(NC(=O)CSC2=Nc3ccccc3C3=NC(Cc4ccccc4)C(=O)N23)n[nH]1 (centres undefined)	-2	-10	-0.61	1291	-13	1	5	-5	99	1	-3
58	CCn1c2ccccc2c2cc(NC(=O)c3cc(OC)c(OC)c(OC)c3)ccc21	-3	8	nt	1668	13	1.1	-8	6	116	1.1	-12
59	COc1nc(OC)nc(N2CCC(C(=O)NC3CCCCCC3)CC2)n1	6	1	nt	1447	-4	0.9	8	-13	97	1	6
60	c1ccc(N2CCN(c3nc(NCc4ccco4)c4ccccc4n3)CC2)cc1	10	2	0.22	1712	1	0.8	42	7	68	1	19

# Carrying on:
no.	Compound	STAT1 blocker	PPARg SRC-1 ag	ROMK mod	TR-FRET SRC-2 ct	PPARg SRC3 recr	bIAP act	STAT3 blocker	PPARg SRC2 recr	STAT3 act	TNAP act hi DEA	bIAP inhibitor
61	CC(=O)N(C(C)=O)N1C(=O)C2C3c4ccccc4C(c4ccccc43)C2C1=O (centres undefined)	-6	6	0.73	1644	4	1	5	10	105	1	1
62	Cc1cccc(N2C(=O)CC(SC(N)=Nc3ccccc3)C2=O)c1 (centres undefined)	10	0	-0.5	1674	-8	1	7	-12	99	1.1	0
63	COc1ccccc1/C=C/C(=O)OCCN1CCOCC1	-11	-8	-0.014	1511	-3	1	15	-3	90	0.9	-4
64	O=c1c2ccccc2[nH]c(=S)n1CC1CCCO1 (centres undefined)	-6	4	nt	1626	1	nt	8	10	96	nt	nt

# Fetched by compound from above (three):
no.	Compound	STAT1 blocker	PPARg SRC-1 ag	ROMK mod	TR-FRET SRC-2 ct	PPARg SRC3 recr	bIAP act	STAT3 blocker	PPARg SRC2 recr	STAT3 act	TNAP act hi DEA	bIAP inhibitor
61	CC(=O)N(C(C)=O)N1C(=O)C2C3c4ccccc4C(c4ccccc43)C2C1=O (centres undefined)	-6	6	0.73	1644	4	1	5	10	105	1	1
64	O=c1c2ccccc2[nH]c(=S)n1CC1CCCO1 (centres undefined)	-6	4	nt	1626	1	nt	8	10	96	nt	nt
63	COc1ccccc1/C=C/C(=O)OCCN1CCOCC1	-11	-8	-0.014	1511	-3	1	15	-3	90	0.9	-4

# Random draw from the library. Share with any hit: about 3.7%.
